High-throughput results as filed in PubChem.
APOBEC3G inh: APOBEC3G DNA deaminase inhibitors, primary screen, biochemical, fluorescence, single-stranded DNA substrate, uHTS; recombinant A3G, ssDNA deamination FAM/TAMRA fluorescence; inhibition, % at 20 µM; 330,000 compounds, 0.28% hits; AID 493012, 2011;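 active = inhibition of at least 40% at 20 µM, with no more than 30% in the related APOBEC3A deaminase screen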;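 also: plate controls were DMSO wells with A3G for no effect and wells lacking A3G enzyme for full effect; some compounds called inactive have numbers as strong as hits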
Target sequence (Q9HC16 whole entry, looked up): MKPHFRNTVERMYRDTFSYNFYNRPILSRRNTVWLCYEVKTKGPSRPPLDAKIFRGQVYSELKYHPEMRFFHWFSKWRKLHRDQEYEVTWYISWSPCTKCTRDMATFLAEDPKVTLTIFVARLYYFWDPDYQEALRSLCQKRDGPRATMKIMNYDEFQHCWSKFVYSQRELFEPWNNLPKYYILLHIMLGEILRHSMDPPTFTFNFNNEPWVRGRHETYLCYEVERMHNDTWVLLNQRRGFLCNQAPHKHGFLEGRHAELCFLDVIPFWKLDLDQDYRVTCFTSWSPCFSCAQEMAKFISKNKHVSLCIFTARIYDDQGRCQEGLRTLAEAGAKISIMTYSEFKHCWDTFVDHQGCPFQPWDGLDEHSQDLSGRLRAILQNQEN
CXCR6 inh: CXCR6 receptor inhibitors, primary screen, cell-based, beta-arrestin, luminescence, CHO-K1 PathHunter, 1536-well; inhibition, % at 20 µM; 360,000 compounds, 0.36% hits; AID 602244, 2012; in the data active = inhibition above about 34%, passing the limit was not always enough;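 also: antagonist mode with CXCL16 agonist at 10 nM final; 0% = 10 nM CXCL16 with DMSO and 100% = unstimulated wells without agonist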
APOBEC3A inh: APOBEC3A ssDNA deaminase inhibitors, primary screen, selectivity assay for APOBEC3G inhibitor project, biochemical, FAM/TAMRA oligo cleavage fluorescence; DNA dC->dU-editing enzyme APOBEC-3A (Homo sapiens), P31941; recombinant A3A, FAM/TAMRA ssDNA deamination fluorescence; inhibition, % at 20 µM; 330,000 compounds, 0.41% hits;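 active = at least 40% inhibition at 20 µM here, with at most 30% in a related deaminase screen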;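 also: plate controls were A3A with DMSO for no effect and wells lacking A3A enzyme for full effect; some results filed as inactive read as strong as hits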
GRIN3A LBD mod: binders of NR3A ligand-binding domain, primary screen, biophysical, differential scanning fluorimetry, uHTS; Glutamate receptor ionotropic, NMDA 3A (GRIN3A) ligand-binding domain; NR3A LBD differential scanning fluorimetry, Tm shift; 0% = protein alone, 100% = glycine-bound protein; Tm shift relative to glycine control, % at 25 µM; 340,000 compounds, 2.5% hits; AID 1259313, 2017;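 active = melting temperature shift of at least 10% of the positive control shift, at one fixed dose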
Gli-Sufu block: Gli-Sufu pathway antagonists, primary screen, luciferase luminescence, Sufu-KO-LIGHT cells, uHTS; Sufu-KO-LIGHT fibroblasts, Gli luciferase reporter luminescence; inhibition, % at 5 µM; 340,000 compounds, 0.74% hits;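 active = inhibition above about 55%, limit read from the data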;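 also: 0% = DMSO-treated cells and 100% = wells with medium but no cells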
MPTP inh: mitochondrial permeability transition pore inhibitors, primary screen, biochemical, isolated mouse mitochondria, absorbance. Ca2+ swelling absorbance, 30 min. inhibition, % at 10 µM. 360,000 compounds, 1.4% hits;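 active = inhibition of 50% or more, scaled per plate between neutral and stimulator controls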;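 also: 0% = DMSO wells given calcium and 100% = 1 mM EGTA wells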
CCR6 antag: CCR6 receptor antagonists, primary screen, cell-based, CHO-K1, luminescence, beta-arrestin, uHTS; CHO-K1 CCR6 PathHunter beta-arrestin, CCL20-stimulated; inhibition, % at 20 µM; 340,000 compounds, 0.49% hits; AID 493098, 2011;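 active = compounds whose inhibition of the agonist-driven luminescence signal at 20 µM reaches about 50%, limit read from the data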;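 also: cells stimulated with CCL20 at 14 nM final; plate controls were DMSO with CCL20 for no effect and DMSO without agonist for full effect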
EBI2 block: EBI2 receptor antagonists, beta-arrestin recruitment, primary screen, cell-based, luminescence, 7a,25-OHC stimulation, uHTS; G-protein coupled receptor 183 (Homo sapiens), P32249; 7a,25-OHC stimulated; inhibition, % at 5 µM; 360,000 compounds, 0.81% hits; AID 651636, 2012; in the data active = inhibition above about 38%;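 also: enzyme fragment complementation signal reports receptor beta-arrestin coupling in cells; 0% = agonist plus DMSO wells and 100% = wells without agonist; some results beyond the cut were filed as inactive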
Numbers without * were called inactive. A portion of the library (hit frequency here may not be typical).

SMILES | APOBEC3G inh | CXCR6 inh | APOBEC3A inh | GRIN3A LBD mod | Gli-Sufu block | MPTP inh | CCR6 antag | EBI2 block
O=C(CCN1CCN(CCO)CC1)N1c2ccccc2Sc2ccc(C(F)(F)F)cc21 | 3 | 7 | 2 | -1 | 8 | 12 | -2 | 0
